Screening results as filed in PubChem.
HTR5A inv ctr: HTR5A inverse agonists in luminescence cell assay, primary screen, counter-screen for OPRM1-OPRD1 heterodimer inverse agonist project, full-deck HTS | 5-hydroxytryptamine receptor 5A (Homo sapiens), P47898 | HTR5A cell line, inverse agonism | inhibition, % at 9.3 µM | 0.083% of 340,000 active | AID 504634, 2011; in the data active = inhibition mostly above about 23%, no sharp cut-off; inactive = mostly below about 18%;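 note: 0% = cells with DMSO and 100% = no-cell wells with DMSO; some compounds called inactive have numbers as strong as hits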
Target sequence (P47898 whole entry, looked up): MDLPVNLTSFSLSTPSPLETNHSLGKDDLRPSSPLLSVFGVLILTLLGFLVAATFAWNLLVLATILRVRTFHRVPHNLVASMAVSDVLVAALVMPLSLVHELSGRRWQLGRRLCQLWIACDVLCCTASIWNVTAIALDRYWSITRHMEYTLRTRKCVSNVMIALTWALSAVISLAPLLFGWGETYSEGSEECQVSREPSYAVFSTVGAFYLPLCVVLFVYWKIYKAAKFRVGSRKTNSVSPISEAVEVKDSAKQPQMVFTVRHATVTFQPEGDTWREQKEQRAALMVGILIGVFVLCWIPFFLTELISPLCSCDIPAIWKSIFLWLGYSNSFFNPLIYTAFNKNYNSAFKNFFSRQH
AddAB inh: growth inhibition of E. coli expressing H. pylori AddAB, primary screen, AddAB inhibitor project, absorbance | inhibition, % at 11.9 µM | 0.29% of 330,000 active | AID 435030, 2010; in the data active = inhibition above about 12%;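 note: 0% = vehicle wells of infected cells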
phage Ecoli inh: growth loss of phage-infected E. coli, primary screen, RecBCD inhibitor project, absorbance, with phage, HTS; inhibition, % at 11.9 µM; 0.26% of 360,000 active; AID 651602, 2012; in the data active = inhibition above about 11%
DAGLB inh: DAGLB lipase inhibitors, primary screen, biochemical, fluorescence, HTS. inhibition, % at 5.17 µM. AID 504411, 2011. Diacylglycerol lipase-beta (Homo sapiens), Q8NCG7. HEK293T DAGLB membrane lysate, EnzChek fluorogenic substrate. 0.059% of 340,000 active; in the data active = inhibition above about 34%;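 note: 0% = enzyme with vehicle and 100% = wells lacking enzyme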
Target sequence (Q8NCG7 whole entry, looked up): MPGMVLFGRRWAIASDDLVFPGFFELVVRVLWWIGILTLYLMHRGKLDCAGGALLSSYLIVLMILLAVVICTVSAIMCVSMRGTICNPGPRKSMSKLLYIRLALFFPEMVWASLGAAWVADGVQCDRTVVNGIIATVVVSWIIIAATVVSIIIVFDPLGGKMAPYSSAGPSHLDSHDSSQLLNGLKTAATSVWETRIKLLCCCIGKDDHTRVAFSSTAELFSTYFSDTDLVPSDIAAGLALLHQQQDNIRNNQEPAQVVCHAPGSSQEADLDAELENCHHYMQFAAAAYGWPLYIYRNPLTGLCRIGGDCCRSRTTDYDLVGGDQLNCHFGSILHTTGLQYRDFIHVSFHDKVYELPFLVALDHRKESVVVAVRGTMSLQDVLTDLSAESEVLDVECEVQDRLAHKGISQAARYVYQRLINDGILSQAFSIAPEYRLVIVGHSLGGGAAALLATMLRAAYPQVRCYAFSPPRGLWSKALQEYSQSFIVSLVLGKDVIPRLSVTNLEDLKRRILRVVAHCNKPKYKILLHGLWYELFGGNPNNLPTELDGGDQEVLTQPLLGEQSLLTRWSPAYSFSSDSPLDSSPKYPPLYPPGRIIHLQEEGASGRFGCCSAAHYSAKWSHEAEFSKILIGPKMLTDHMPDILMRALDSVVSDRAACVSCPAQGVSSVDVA
PKA-R2B act: activators of PKA-R2B holoenzyme, primary screen, biochemical, fluorescence polarization, Cy5-IP20, human. cAMP-dependent protein kinase catalytic subunit beta (Homo sapiens) + cAMP-dependent …. PKA-R2B holoenzyme dissociation; R2B truncated from residue 108, S112A mutant; 0% DMSO only, 100% 113 µM cGMP. activation, % at 11.4 µM. AID 504700, 2011. 0.079% of 340,000 active;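 active = activation above a cutoff set at the mean over all compounds plus 3 SD, cut at about 18% in these data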;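 note: higher means more holoenzyme dissociation and a rise in polarization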
PKA-R1A activ: activators of PKA-R1A holoenzyme, primary screen, biochemical, fluorescence polarization, Cy5-IP20, bovine R1A, mouse PKAc. cAMP-dependent protein kinase type I-alpha regulatory subunit (Bos taurus) + …. activation, % at 11.4 µM. 0.083% of 340,000 active. PKA-R1A dissociation; scaled: DMSO 0%, 113 µM cGMP 100%;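 active = percent activation above the mean of all tested compounds plus 3 SD, cut at about 19% in these data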;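 note: higher means more PKAc released from R1A so a rise in polarization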
SUMO Mot1 rescue: yeast Mot1-301 growth rescue at high temperature, primary screen, SUMOylation pathway inhibitor project, S. cerevisiae, ATP luminescence, 38.5C; AID 2716, 2010; S. cerevisiae Mot1-301 growth rescue; percent above DMSO median, 100 means doubled; 1% of 320,000 active; growth rescue, % at 18.8 µM;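 active = every valid replicate shows activation above 250% relative to neutral control wells; inactive = the rest, any valid replicate at or below 250%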;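 note: OY570 slx delta 5 strain wells were the positive control but not used for scaling; some compounds called inactive have numbers as strong as hits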
HTR5A ag: HTR5A agonists in luminescence cell assay, primary screen, counter-screen for OPRM1-OPRD1 heterodimer agonist project, full-deck HTS; cell-based; activation, % at 9.3 µM; 0.61% of 340,000 active; AID 504692, 2011; in the data active = activation mostly above about 9.5%, no sharp cut-off; inactive = mostly below about 7.6%;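 note: 0% = cells with vehicle only and 100% = reference agonist; strong numbers were not always called active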
CDK5 p35 inh: inhibitors of human CDK5/p35 kinase, primary screen, biochemical, single concentration; Cyclin-dependent kinase 5 (Homo sapiens) + Cyclin-dependent kinase 5 activator 1 (Homo …; Recombinant CDK5/p35, ADP-Glo luminescence, 60 min; inhibition, % at 10 µM; 0.01% of 330,000 active; AID 488839, 2010;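 active = highest replicate inhibition of at least 50% and at least 75% of replicates reaching 50%; inconclusive = only one of the two criteria met; inactive = both criteria failed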;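 note: plate controls were DMSO neutral control for no effect and GW8510 at 10 µM for full effect; many of its hits are not listed in these tables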
E coli growth: E. coli V3065 growth inhibition, primary screen, counter-screen for AddAB inhibitor project, absorbance, OD600; 18 h; inhibition, % at 11.9 µM; 0.27% of 330,000 active;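 active = inhibition above the campaign's mean inhibition across all tested compounds plus 3 SD, cut at about 9.9% in these data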;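 note: uninfected addAB+ strain grown without phage in ampicillin broth; 0% = DMSO wells and 100% = ciprofloxacin 0.95 µg/ml wells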
Tat export inh: E. coli Tat export inhibitors, primary screen, MC4100, TorA-mCherry reporter, fluorescence, single point. inhibition, % at 10 µM. 0.036% of 340,000 active;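 active = mean replicate inhibition at least 50% and at least half of replicates individually reaching 50%; inconclusive = only one of the two criteria met; inactive = neither criterion met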;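 note: exported cargo escapes ClpAP degradation while cytoplasmic cargo is degraded and loses fluorescence; 0% = median of neutral control wells and 100% = median of NaSCN control wells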
* marks the source's active call; other numbers are inactive results; ? = inconclusive; · = not tested or not shown.

SMILES	HTR5A inv ctr	AddAB inh	phage Ecoli inh	DAGLB inh	PKA-R2B act	PKA-R1A activ	SUMO Mot1 rescue	HTR5A ag	CDK5 p35 inh	E coli growth	Tat export inh
CC1CCCCC1NC(=O)c1ccc(S(=O)(=O)N2CCN(C)CC2)cc1 (stereo unspecified)	-1	-0.7	0.2	1	-2	5	29	0	-2.2	-0.4	-1
CN(Cc1ccccc1)S(=O)(=O)c1nnc(NC(=O)c2ccccc2F)s1	-7	2.0	3.0	4	4	-2	-9	2	·	2.2	0
CCNC(=O)C(=O)NCCc1ccc(Cl)cc1	-3	3.1	3.7	-6	-12	-8	0	0	-2.1	0.2	0
CSC1=NCCN1C(=O)c1cccc(C(F)(F)F)c1	-21	1.7	-2.5	-1	5	1	·	0	0.2	0.1	-10
CC(=C/c1ccccc1)/C=C1/SC(N2CCOCC2)=NC1=O	-12	1.4	1.5	-1	5	-3	28	1	2.9	-0.2	4
COc1ccccc1OCC(=O)Nc1ccccc1C(=O)NCc1ccco1	19	0.8	1.9	-2	9	3	2	2	0.9	0.1	0
O=C(CN1C(=O)c2ccccc2C1=O)OCC(=O)c1ccccc1	10	6.8	1.0	-2	1	1	1	-4	-1.8	2.2	17
O=C(NCc1ccccc1)c1ccc(F)c(F)c1	-36	4.9	4.8	1	8	5	-3	14*	1.4	0.3	?
COc1ccc(C(=O)CSc2nncn2C)cc1	21	3.1	0.2	3	3	-1	8	-3	0.7	-0.6	21
COc1ccccc1C(=O)COC(=O)c1nc(Cl)ccc1Cl	-6	2.0	2.6	-6	-6	-15	5	2	-1.9	-0.2	11
Cc1ccc(C2C3=C(CCCC3=O)Nc3[nH]c(=S)[nH]c(=O)c32)cc1 (stereo unspecified)	-24	4.4	-0.2	-1	4	3	-19	9	2.8	0.4	1
O=C(c1ccccc1NS(=O)(=O)c1cccc(C(F)(F)F)c1)N1CCc2ccccc21	-1	-0.8	5.2	0	-5	-2	-1	0	0.5	-3.4	-6
CCOC(=O)C1CCN(CCCSc2ccc(C)cc2)CC1	0	1.5	1.3	-1	-6	9	21	0	-4.4	0.3	4
COc1cc(CC2COC(=O)C2(O)Cc2ccc(O)c(OC)c2)ccc1O (stereo unspecified)	2	4.9	1.1	-2	-11	10	-1	6	-0.8	-0.7	4
O=C(O)c1cc2ccccc2cc1Nc1ccccc1	-13	-0.3	1.5	12	-14	-7	34	5	0.7	-1.8	-3
O=C(O)CC(NC(=O)Nc1ccccc1)c1ccc(OC2CCCC2)cc1 (stereo unspecified)	-3	0.8	4.7	4	5	-5	13	-6	-0.8	-1.3	-1
Cc1cc(N2CCN(c3ccccc3)CC2)nc(N)n1	7	1.6	3.1	1	2	-7	3	-2	-0.8	1.8	-3
COc1cccc(CNS(=O)(=O)c2cn(C)cn2)c1	13	2.6	0.2	2	2	-5	-5	-6	-6.4	-1.9	14
COc1cccc(NC(=O)CN(C)C(=O)CSCc2nc3scc(-c4cccs4)c3c(=O)[nH]2)c1	6	-1.0	3.5	2	1	0	27	-2	0.9	-0.2	5
Cc1ccc(-n2c(SCC(=O)Nc3ccc4c5c(cccc35)CC4)nc(O)cc2=O)cc1	-2	-1.4	2.5	9	-2	0	-2	0	-1.1	0.3	3
CCOc1cc(N2CCOCC2)c(OCC)cc1NC(=O)Cc1cccc2ccccc12	17	-1.4	3.6	-1	-4	-4	·	-3	1.7	0.2	2
O=C(COC(=O)c1ccc(S(=O)(=O)NCc2ccco2)cc1)NC1CCCCC1	1	-0.1	0.9	1	1	0	1	0	-0.9	0.1	0
COc1ccccc1NC(=O)C[n+]1ccccc1	-7	3.9	4.6	2	-2	-3	11	3	0.0	1.2	-7
CCOc1ccc(NC(=O)CSc2nc3ccccc3nc2N2CCOCC2)cc1	2	-0.3	3.1	-4	0	1	1	-1	-0.2	0.1	-3
Cc1ccc(C2(O)CN(c3ccccc3C)C3=[N+]2CCS3)cc1 (stereo unspecified)	12	2.1	-0.2	-1	15	2	6	5	-0.2	2.8	-3

A draw from above in order of SMILES length, low to high:
SMILES	HTR5A inv ctr	AddAB inh	phage Ecoli inh	DAGLB inh	PKA-R2B act	PKA-R1A activ	SUMO Mot1 rescue	HTR5A ag	CDK5 p35 inh	E coli growth	Tat export inh
COc1ccc(C(=O)CSc2nncn2C)cc1	21	3.1	0.2	3	3	-1	8	-3	0.7	-0.6	21
CCNC(=O)C(=O)NCCc1ccc(Cl)cc1	-3	3.1	3.7	-6	-12	-8	0	0	-2.1	0.2	0
O=C(NCc1ccccc1)c1ccc(F)c(F)c1	-36	4.9	4.8	1	8	5	-3	14*	1.4	0.3	?
COc1cccc(CNS(=O)(=O)c2cn(C)cn2)c1	13	2.6	0.2	2	2	-5	-5	-6	-6.4	-1.9	14
COc1ccccc1OCC(=O)Nc1ccccc1C(=O)NCc1ccco1	19	0.8	1.9	-2	9	3	2	2	0.9	0.1	0
Cc1ccc(C2(O)CN(c3ccccc3C)C3=[N+]2CCS3)cc1 (stereo unspecified)	12	2.1	-0.2	-1	15	2	6	5	-0.2	2.8	-3
O=C(O)CC(NC(=O)Nc1ccccc1)c1ccc(OC2CCCC2)cc1 (stereo unspecified)	-3	0.8	4.7	4	5	-5	13	-6	-0.8	-1.3	-1
COc1cc(CC2COC(=O)C2(O)Cc2ccc(O)c(OC)c2)ccc1O (stereo unspecified)	2	4.9	1.1	-2	-11	10	-1	6	-0.8	-0.7	4
CN(Cc1ccccc1)S(=O)(=O)c1nnc(NC(=O)c2ccccc2F)s1	-7	2.0	3.0	4	4	-2	-9	2	·	2.2	0
Cc1ccc(C2C3=C(CCCC3=O)Nc3[nH]c(=S)[nH]c(=O)c32)cc1 (stereo unspecified)	-24	4.4	-0.2	-1	4	3	-19	9	2.8	0.4	1
Cc1ccc(-n2c(SCC(=O)Nc3ccc4c5c(cccc35)CC4)nc(O)cc2=O)cc1	-2	-1.4	2.5	9	-2	0	-2	0	-1.1	0.3	3

(continued)
SMILES	HTR5A inv ctr	AddAB inh	phage Ecoli inh	DAGLB inh	PKA-R2B act	PKA-R1A activ	SUMO Mot1 rescue	HTR5A ag	CDK5 p35 inh	E coli growth	Tat export inh
O=C(CCc1nc(-c2ccc(F)cc2)no1)NCc1ccccc1CN1CCOCC1	-24	-1.5	0.7	-1	-4	3	4	6	1.2	-0.7	3
COc1cc(S(=O)(=O)N2CCCCC2)ccc1NC(=O)c1ccccc1Cl	-2	0.3	3.1	-5	-12	-9	-9	-3	-2.0	3.4	1
CCN1CCN(c2cc(C)c3cc(NC(=S)N4CCCCC4)ccc3n2)CC1	-15	1.0	-0.4	1	1	-1	264	6	0.8	-0.3	2
O=C(NCc1ccc(F)cc1)C1CC(=O)N(C2CCCC2)C1 (stereo unspecified)	9	3.6	3.2	-5	3	8	6	2	-2.0	-1.7	16
Cn1c(SCC(=O)Nc2ccccc2F)nnc1-c1cccs1	2	1.5	0.1	0	-10	8	-15	5	-0.6	0.0	-8
COC(=O)Nc1nnc(Cc2ccc(Cl)cc2)s1	-22	0.3	4.1	-1	-10	-1	3	8	-2.8	-2.5	3
CCN1C(=O)/C(=C\C(=O)c2cccs2)c2cc(Br)ccc21	0	0.1	4.2	-2	-3	3	-14	-3	0.5	1.1	-6
Cc1ccc(S(=O)(=O)Nc2ccc3[nH]ccc3c2)cc1	15	0.3	1.0	-1	3	0	-11	-4	1.1	-1.0	1
COc1ccc(S(=O)(=O)NCc2ccc(C(=O)NCCCN3CC(C)CC(C)C3)cc2)cc1 (stereo unspecified)	11	1.0	0.2	0	-2	13	-2	1	·	2.5	-3
Cc1ccc(S(=O)(=O)NC(CC(=O)NCC2CCCO2)c2ccccc2)cc1 (stereo unspecified)	-21	-0.6	4.7	-1	1	5	-3	6	-1.0	0.2	0
CC(=O)c1cccc(NC(=O)CCNC(=O)c2ccccc2Cl)c1	0	0.2	3.2	-2	2	9	0	0	-0.2	-2.2	-10
Cc1cc(C(=O)Nc2nnc(-c3ccccc3)s2)no1	-16	-0.5	0.8	3	-7	-2	-28	6	-0.4	3.0	-8
N#CC1=C(N)Oc2n[nH]c(-c3ccccn3)c2C1c1c(F)cccc1Cl (stereo unspecified)	-21	1.6	-1.0	6	-1	-17	48	8	0.7	0.4	5
COC(=O)C1=C(C)NC(C)=C(C(=O)OC)C1c1ccc(-c2cc(Cl)ccc2Cl)o1	-11	1.6	2.3	-1	-8	-3	301	4	1.2	1.6	-1
O=[N+]([O-])c1ccc(C[n+]2ccccc2)cc1	-29	3.2	4.2	-1	-1	-1	4	1	-3.4	-1.6	-6
CC1C(=O)N2CCCc3cc(NC(=O)c4ccccc4C(F)(F)F)cc1c32 (stereo unspecified)	-28	1.3	1.3	-1	-10	2	7	9	-0.3	0.4	14
CN(CC(=O)Nc1cccnc1)S(=O)(=O)c1ccc(Br)cc1	-1	1.6	0.4	-2	-8	-8	20	2	-0.1	3.1	2
O=[N+]([O-])c1ccc(NN=Cc2ccccc2)nc1	8	·	3.2	-3	7	2	·	-2	-0.5	·	-3
COP(=O)(OC)c1ccc(NCc2cc(O)ccc2O)cc1	-16	·	1.7	-1	3	-6	·	4	-6.8	·	8
CCCC(=O)Nc1cccc(-c2nc3ccccc3o2)c1	7	1.8	5.6	-6	-4	4	-12	2	-1.1	3.5	-11
Cc1nn(C)c(C)c1CN(Cc1nc(-c2ccc(F)cc2F)oc1C)C1CC1	0	2.2	2.2	-2	4	-5	98	0	-1.3	-0.6	-2
C/C(=N\OCC(=O)Nc1cc(C)cc(C)c1)c1ccc2c(c1)OCCO2	-11	5.3	3.8	-5	-9	-4	-1	-1	-4.5	0.6	5
Cc1cccc(NC(=O)C2CC(O)CN2C(=O)OCc2ccccc2)c1 (stereo unspecified)	12	-0.6	4.4	-1	6	-3	2	-5	-3.4	-0.2	1
COc1ccc(C2=NS(=O)(=O)N(C)C(C(=O)N3CCCCC3)=C2)cc1OC	-8	-1.5	2.2	-1	-3	-2	-9	-1	-0.6	-0.8	-2
CSc1nc2nc3c(cc2c(=O)n1-c1ccc(C)cc1)COC(C)(C)C3	-4	-0.1	0.1	0	-4	-11	7	1	0.6	0.2	-13
